# Bioassay records (PubChem)
# D1 PAM: enhances dopamine response at the human D1 receptor | 0.036% of 360,000 active | HEK293 TREx D1 cells, calcium flux, dopamine EC20 potentiation | potentiation, % at 10 µM; in the data active = potentiation above about 30%; note: 0% is about no effect
# Target sequence (P21728 whole entry, looked up): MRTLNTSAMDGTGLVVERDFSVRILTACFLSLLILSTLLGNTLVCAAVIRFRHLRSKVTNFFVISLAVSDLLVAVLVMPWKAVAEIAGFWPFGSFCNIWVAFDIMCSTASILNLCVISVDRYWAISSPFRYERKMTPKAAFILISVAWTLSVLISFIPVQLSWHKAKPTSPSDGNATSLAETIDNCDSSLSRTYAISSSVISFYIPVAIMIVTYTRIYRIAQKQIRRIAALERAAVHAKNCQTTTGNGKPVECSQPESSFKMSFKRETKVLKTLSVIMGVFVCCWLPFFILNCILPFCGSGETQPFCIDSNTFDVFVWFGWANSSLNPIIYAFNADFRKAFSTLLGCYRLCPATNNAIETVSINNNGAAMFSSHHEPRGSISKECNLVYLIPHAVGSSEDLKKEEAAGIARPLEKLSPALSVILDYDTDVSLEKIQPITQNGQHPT
# D1 antag: antagonists of human D1 dopamine receptor. P21728. HEK293 TREx D1 cells, calcium flux, dopamine EC80; hits give low values. activity change, negative = inhibition, % at 10 µM. 3.2% of 360,000 active. AID 504652; in the data active = activity change below about -30%; note: % is set by controls: 0 for no effect and ±100 for the full control effect
#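 Calcium flux readout: force-coupled, inducible Hek293 Trex D1 line, cells induced overnight at 30 C with tetracycline, dye-loaded 30–90 min at RT. Antagonism scored against EC80 dopamine challenge given 180 s after compound.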
# D1 agonist: agonists of human D1 dopamine receptor; P21728; HEK293 T-REx D1 cells, calcium flux, agonist mode; 1% of 360,000 active; activation, % at 2 µM; in the data active = activation above about 30%; note: 0% is about no effect
#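 Agonism was scored from calcium flux recorded over 180 s (1 read/s) after pintool compound addition, following a 10-cycle baseline. Cells were inducible force-coupled HEK293 TREx D1, plated overnight at 30 C and loaded with no-wash calcium dye.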
# D2 potentiator: positive allosteric modulators of human D2 dopamine receptor | P14416 | HEK293 T-REx D2, calcium flux, EC20 dopamine potentiation | potentiation, % at 10 µM | 0.34% of 340,000 active | AID 485347;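 active = potentiation over 3 SD above the plate norm, cut at about 30% in these data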; note: 0% is about no effect
# Target sequence (P14416 whole entry, looked up): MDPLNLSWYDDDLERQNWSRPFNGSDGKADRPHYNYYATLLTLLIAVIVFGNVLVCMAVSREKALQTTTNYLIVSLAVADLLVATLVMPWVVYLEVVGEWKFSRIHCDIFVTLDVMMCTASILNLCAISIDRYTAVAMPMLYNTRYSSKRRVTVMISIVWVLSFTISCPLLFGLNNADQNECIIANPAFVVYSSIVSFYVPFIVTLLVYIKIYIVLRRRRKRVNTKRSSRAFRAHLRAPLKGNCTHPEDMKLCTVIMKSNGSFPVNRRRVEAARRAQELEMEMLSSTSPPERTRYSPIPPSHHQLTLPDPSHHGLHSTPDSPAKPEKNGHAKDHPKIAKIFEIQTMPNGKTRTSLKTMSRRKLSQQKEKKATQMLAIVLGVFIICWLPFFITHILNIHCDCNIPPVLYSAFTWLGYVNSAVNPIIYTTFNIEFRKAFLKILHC
#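 Potentiation of an EC20 dopamine calcium response measured kinetically over 180 s, after a preceding 180 s compound-only read flagging agonists. Cells: inducible Hek293 Trex D2 line, 4000/well, cultured overnight at 30 C before dye loading.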
# RXFP1 ag: activates the human relaxin receptor RXFP1; Q9HBX9; HEK293T-RXFP1 cAMP TR-FRET, 30 min; response scale: percent of porcine relaxin response, buffer zero; Potency, µM (top dose mostly 57.5 µM), for the others: at the highest dose activation, most hits filed as activators; 0.3% of 370,000 active; AID 2676; active = well fitted activation curve with a large enough effect; inconclusive = small, poorly fitted or top-dose-only effect; note: potency is the fitted concentration of half-maximal effect; % is set by controls: 0 for no effect and ±100 for the full control effect; nearly all actives have a fitted effect of over 60% in size; many of its hits are not listed in these tables
#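 HEK293 cells stably expressing RXFP1, treated 30 min at 37C with compounds plus PDE4 inhibitor Ro 20174; cAMP measured by HTRF TR-FRET. Normalized to buffer and 29 nM porcine relaxin; EC50 by Hill fit.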
# D2 antag: antagonizes the human D2 dopamine receptor. P14416. HEK293 TREx D2 cells, calcium flux, dopamine EC80. inhibition, % at 10 µM. 2% of 340,000 active. AID 485344; in the data active = inhibition above about 30%; note: 0% is about no effect
#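 Antagonism is scored as inhibition of an EC80 dopamine-evoked calcium signal in a force-coupled, tetracycline-inducible HEK293 T-REx D2 line, with compound present 180 s before agonist.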
# TRHR PAM: TRH receptor (human) allosteric enhancement; 0.66% of 360,000 active; P34981; enhancement, % at 2 µM; TRHR cells, fluo-8 calcium fluorescence, EC20 TRH enhancement; in the data active = enhancement above about 30%; note: 0% is about no effect
#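 Enhancer read-out: after compound pinning and an initial kinetic agonist-mode read, an EC20 of TRH (10 nM final) was injected and fluo-8 calcium signal (Ex 480/Em 530) followed at 1 s/cycle for 100 cycles in TRHR-expressing cells.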
# D2 ag: agonists of human D2 dopamine receptor | AID 485358 | 0.53% of 340,000 active | P14416 | activation, % at 2 µM | HEK293 T-REx D2 cells, calcium flux agonist mode;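 active = activation over 3 SD above normal in the single-dose calcium agonist read, cut at about 30% in these data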; note: 0% is about no effect
#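 Agonism is scored from calcium flux in a force-coupled, inducible HEK293 cell line expressing D2, read kinetically for 180 s after compound addition against dopamine controls.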
# RXFP1 antagonist: antagonists of human relaxin receptor RXFP1; HEK293-RXFP1, relaxin-stimulated cAMP HTRF, 30 min; hits give low values; activity change, negative = inhibition, % at 57.5 µM; 0.59% of 350,000 active; AID 1259400;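 active = activity change of -60% or lower, but not beyond a set lower limit; inconclusive = change between -60% and -40%, or beyond the set limit; inactive = change above -40%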; note: % is set by controls: 0 for no effect and ±100 for the full control effect
# Starred values were filed as active, the others as inactive; ? = inconclusive; · = no result given.
SMILES,D1 PAM,D1 antag,D1 agonist,D2 potentiator,RXFP1 ag,D2 antag,TRHR PAM,D2 ag,RXFP1 antagonist
Cc1[nH]n(-c2ccccc2)c(=O)c1/C=N/N1C(=O)c2ccc3c4c(ccc(c24)C1=O)CC3,3,20,1,-9,0.4%,-16,3,4.2,-28
Cc1ccc(CN(C(=O)COc2ccccc2[N+](=O)[O-])c2ccccn2)o1,0,8,-2,-16,1.0%,·,-4,·,·
CCc1ccc(S(=O)(=O)N/N=C\c2cn(CC(N)=O)c3ccccc23)cc1,-2,7,0,14,0.1%,-3,-1,0.3,-13
Cc1occc1C(=O)Nc1ccc(OCc2ccccc2)cc1,-3,-7,4,-11,0.7%,18,-1,1.2,-16
C=CCn1c(C)cc(C(=O)CSc2nnc(Cc3ccccc3)o2)c1C,-2,-6,8,-3,0.3%,19,-2,0.6,6
O=c1c(-c2ccccc2)coc2cc(O)ccc12,-5,-17,3,11,2.6%,10,2,-0.5,·
O=C1C=C(c2cc3ccccc3o2)C[C@@H](c2ccc(F)cc2)C1,5,·,-2,-1,-0.5%,-2,-3,0.4,·
COc1cc(CNc2ccc3[nH]c(=O)[nH]c3c2)ccc1OCc1ccccc1Cl,5,4,1,4,0.7%,-10,0,1.3,-15
O=C(c1ccc(-n2cncn2)c([N+](=O)[O-])c1)N1CCN(S(=O)(=O)c2ccc(Cl)cc2)CC1,-2,-16,0,5,0.8%,1,-2,0.0,-18
CCN(CC(=O)Nc1ccc(OC)cc1)CC(=O)Nc1ccc(Br)cc1F,-1,-19,13,6,1.7%,3,0,0.9,-4
CCCC[C@H](CN(N=O)[C@@H](Cc1ccccc1)CN(C)N=O)N(CCc1ccccc1)N=O,-2,-11,20,-8,1.1%,2,-10,1.1,·
CCOc1cccc(C(=O)Nc2ccc3oc(-c4ccc(C(C)(C)C)cc4)nc3c2)c1,0,1,4,3,?,·,2,-0.7,-8
N#CCCN(Cc1ccncc1)C(=S)NC1CC2C=CC1C2 (stereo not given),2,11,0,19,-2.2%,12,2,1.4,-13
CCN(CC)CCNc1nc(C(F)(F)F)nc2c1nnn2Cc1ccccc1,-1,-92*,10,-25,2.7%,-24,5,1.6,-5
O=C(COC(=O)c1ccc(Br)cc1)NC(=O)NCc1ccccc1,6,27,0,-4,3.9%,2,13,0.4,-35
CCCc1cc(=O)[nH]c(SCC(=O)Nc2sccc2C#N)n1,-4,3,1,-3,-0.7%,10,-6,-0.5,-11
O=C(CC(O)(C(F)(F)F)C(F)(F)F)Nc1ccc(Cl)c(Cl)c1,-10,-46*,22,10,0.3%,3,-3,13,3
CC(Oc1ccc2c(-c3ccccc3)cc(=O)oc2c1)C(=O)N1CCC[C@@H]1C(N)=O (stereo not given in full),-4,-12,2,11,-1.2%,-12,-8,-0.8,·
CCc1cccc(OCCCCNCCCOC)c1,3,4,2,-23,-1.3%,-16,-1,0.2,-3
O=C(CSc1ccccn1)Nc1ccc2c(c1)C(=O)c1ccccc1C2=O,-9,-7,3,1,3.7%,28,16,-1.0,-5
COc1cc(/C=C/C(=O)N2CCCC2)cc(OC)c1OC,-3,4,0,-5,-1.5%,3,6,-2.2,-9
CN(C)c1ccc(NC(=O)CSc2nc3ccccc3c(=O)n2CC2CCCO2)cc1 (stereo not given),·,16,0,0,4.0%,-15,-6,-0.9,1
Cc1cc(C)c(NC(=O)NC(=O)C(Cl)(Cl)Cl)c(C)c1,4,9,0,-2,2.5%,11,-4,0.9,-17
CCC(C)NS(=O)(=O)c1ccc(OC)c(Cl)c1Cl (stereo not given),-4,-16,2,5,1.8%,10,-1,1.0,4
O=S1(=O)N=C(N(CCO)/N=C/c2ccncc2)c2ccccc21,-9,14,-1,2,-0.8%,-13,6,-1.6,-12
O=[N+]([O-])c1ccc(-c2nnc(CNC3CCCC3)o2)cc1,-4,-6,2,4,-0.1%,-18,1,-0.4,-12
NS(=O)(=O)c1ccc(CCNC(=O)c2ccc3c(c2)N(Cc2ccccc2)CCS3)cc1,-6,-6,3,-1,?,4,-4,-0.1,-7
CC1=NN(c2ccccc2)C(=O)/C1=C\C=C1\N(C)c2ccccc2C1(C)C,-3,-32*,44*,21,-0.6%,3,-1,20,-3
Cc1n[nH]c(C)c1CCC(=O)N/N=C/c1cccc([N+](=O)[O-])c1,-4,-3,1,11,2.5%,46*,3,2.6,4
CCN1CCN(CCCOc2ccc(Cl)cc2Br)CC1,-8,-22,59*,10,0.9%,18,-4,-1.8,-4
Cn1c(SCC(=O)NC2CCCCC2)nnc1-c1cc2cc(Cl)ccc2o1,12,0,1,-1,12%,0,5,-2.2,2
Cn1ccnc1SCC(=O)Nc1ccc2nc(SCC(=O)NC3CC3)sc2c1,1,·,2,-3,0.9%,-7,6,0.0,-8
COc1ccccc1C(=O)Nc1nc(-c2ccccc2)ns1,2,-13,2,-2,16%,·,-3,-0.1,·
CN1CCN(S(=O)(=O)c2ccc(N3CCN(c4ccccc4Cl)CC3)nc2)CC1,-9,1,2,-9,-1.0%,10,0,-0.2,3
CN(Cc1ccccc1)C(=O)CCS(=O)(=O)c1ccc2c(c1)NC(=O)CS2,-2,-19,1,-4,-4.7%,4,-2,-0.4,-1
Cc1ccc(-n2nc3c(=O)n(C(C)C(=O)NCCc4cccs4)nc(C)c3c2C)cc1 (stereo not given),-9,-3,-1,-12,1.4%,-15,4,0.1,-1
Cc1cc(S(=O)(=O)/N=C(\N)c2ccc(C(N)=O)cc2)cc(C)c1F,-2,6,1,0,1.0%,27,4,0.2,-3
Cc1cnc(NC(=O)CSc2nnc3ncccn23)s1,-3,2,4,·,15%,-5,-1,0.4,6
Cc1cc(N2CCN(C3CCCC3)CC2)n2ncc(-c3ccccc3)c2n1,-4,6,0,-1,2.2%,9,1,0.3,·
CCN(CC)S(=O)(=O)c1cc(NC(=O)C(C)N2CCc3ccccc32)ccc1C (stereo not given),9,-8,1,-1,0.7%,19,12,0.3,-19

# An excerpt of these results, with bars between the fields.
compound | D1 PAM | D1 antag | D1 agonist | D2 potentiator | RXFP1 ag | D2 antag | TRHR PAM | D2 ag | RXFP1 antagonist
CCN1CCN(CCCOc2ccc(Cl)cc2Br)CC1 | -8 | -22 | 59* | 10 | 0.9% | 18 | -4 | -1.8 | -4
Cn1c(SCC(=O)NC2CCCCC2)nnc1-c1cc2cc(Cl)ccc2o1 | 12 | 0 | 1 | -1 | 12% | 0 | 5 | -2.2 | 2
Cn1ccnc1SCC(=O)Nc1ccc2nc(SCC(=O)NC3CC3)sc2c1 | 1 | · | 2 | -3 | 0.9% | -7 | 6 | 0.0 | -8
COc1ccccc1C(=O)Nc1nc(-c2ccccc2)ns1 | 2 | -13 | 2 | -2 | 16% | · | -3 | -0.1 | ·
CN1CCN(S(=O)(=O)c2ccc(N3CCN(c4ccccc4Cl)CC3)nc2)CC1 | -9 | 1 | 2 | -9 | -1.0% | 10 | 0 | -0.2 | 3
CN(Cc1ccccc1)C(=O)CCS(=O)(=O)c1ccc2c(c1)NC(=O)CS2 | -2 | -19 | 1 | -4 | -4.7% | 4 | -2 | -0.4 | -1
Cc1ccc(-n2nc3c(=O)n(C(C)C(=O)NCCc4cccs4)nc(C)c3c2C)cc1 (stereo not given) | -9 | -3 | -1 | -12 | 1.4% | -15 | 4 | 0.1 | -1
Cc1cc(S(=O)(=O)/N=C(\N)c2ccc(C(N)=O)cc2)cc(C)c1F | -2 | 6 | 1 | 0 | 1.0% | 27 | 4 | 0.2 | -3
Cc1cnc(NC(=O)CSc2nnc3ncccn23)s1 | -3 | 2 | 4 | · | 15% | -5 | -1 | 0.4 | 6
Cc1cc(N2CCN(C3CCCC3)CC2)n2ncc(-c3ccccc3)c2n1 | -4 | 6 | 0 | -1 | 2.2% | 9 | 1 | 0.3 | ·
CCN(CC)S(=O)(=O)c1cc(NC(=O)C(C)N2CCc3ccccc32)ccc1C (stereo not given) | 9 | -8 | 1 | -1 | 0.7% | 19 | 12 | 0.3 | -19

# Other entries
SMILES,D1 PAM,D1 antag,D1 agonist,D2 potentiator,RXFP1 ag,D2 antag,TRHR PAM,D2 ag,RXFP1 antagonist
O=c1oc(/C=C/c2ccco2)nc2sc3c(c12)CCC3,-3,0,2,·,-0.8%,·,0,·,-3
O=C(CSc1ccc2c(c1)OCCO2)N1CCN(c2ccccc2O)CC1,-8,-12,8,5,1.7%,·,-6,·,-31
Cc1ccc(C(=O)NCC(c2ccco2)N2CCOCC2)cc1 (stereo not given),-3,-8,0,1,-0.1%,-15,24,-0.5,-1
COc1ccc(-n2nc(C(=O)NCC(=O)N3CCOCC3)c3ccccc3c2=O)cc1Cl,0,-4,-4,2,2.7%,-14,-1,-0.5,15
Cc1ccc(C(=O)Nc2ccccc2C(=O)NCC2CCCO2)cc1 (stereo not given),1,-2,4,13,-3.0%,10,16,-2.0,6
N#C/C(=C(/O)COc1ccc(Cl)cc1)c1nc2ccccc2s1,-6,-14,22,-3,0.5%,11,24,1.1,0
CCCCCCCC(=O)NNC(=O)c1c(O)c2ccccc2n(CC)c1=O,-2,0,8,5,-1.5%,-2,-9,-1.1,8
O=C(CSc1nnc(-c2ccccn2)n1Cc1ccccc1)Nc1ccc2c(c1)OCO2,0,6,-1,32*,-1.1%,15,-3,0.0,0
O=c1[nH]c(=O)n(Cc2ccccc2)c2c1C(C(F)(F)F)(C(F)(F)F)N=C(c1ccco1)N2,3,-8,2,-4,3.5%,-8,-3,1.6,8
Cc1nnc(Nc2ccc(S(N)(=O)=O)cc2)c2ccccc12,-6,-8,1,3,25µM*,3,-3,1.3,35
O=C(NCCN1CCOCC1)c1ccc(-c2ccccc2)cc1,5,-36*,4,-5,0.3%,15,-5,0.2,8
O=S(=O)(O)C1CCNCC1,-2,-49*,3,-1,2.8%,4,0,-0.8,·
COC(=O)c1c(NC(=S)Nc2ccc(C(=O)N3CCOCC3)cc2)sc2c1CCC2,1,-3,1,3,17%,-4,-2,0.1,5
COC(=O)c1c(NC(=O)C(=O)N2CCCCC2)sc2c1CC(C)(C)OC2,-3,-10,3,3,1.6%,1,-6,-0.2,2
Cc1occc1C(=O)N/N=C/C=C/c1ccccc1,9,-11,-1,-4,-2.7%,-33,-2,0.7,9
O=c1oc2ccccc2c(NCCO)c1[N+](=O)[O-],-6,1,0,3,3.2%,6,-5,1.7,-6
Cc1ccc(OCC(=O)c2cc(C)n(CC(F)(F)F)c2C)c([N+](=O)[O-])n1,0,-11,4,3,1.3%,9,1,0.0,16

# This is a subset (hit frequency here may not be typical).
